Screens deposited in PubChem by National Center for Advancing Translational Sciences (NCATS).
Vif-APOBEC3G blk – blocks the Vif interaction with human APOBEC3G; HeLa A3G-eYFP + Vif (tagged APOBEC3G with the HIV-1 protein that degrades it), YFP fluorescence, overnight; 410,000 tested, 0.076% active; AID 602310; Q9HC16; Potency, µM (top dose mostly 46.1 µM), for the others: at the top dose activity, negative = active, actives largely listed as inhibitors;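 also: potency is read from the fitted curve at half-maximal effect; % is scaled to controls: 0 for no effect and ±100 for the full control effect; nearly all actives have a fitted effect of over 60% in size; hits raise eYFP signal because A3G escapes Vif-driven loss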
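HeLa cells stably expressing Vif and C-terminally eYFP-tagged A3G, seeded overnight at 37 deg C, then exposed to compound by pintool overnight at 37 deg C. Rise in yellow fluorescence (Ex 488/Em 500-530, Acumen) marks blocked Vif-driven A3G degradation.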
RXFP1 agonist – activates the human relaxin receptor RXFP1; Q9HBX9; HEK293T-RXFP1 cAMP TR-FRET, 30 min; response scale: percent of porcine relaxin response, buffer zero; Potency, µM (doses to about 57.5 µM), inactives show at the highest dose activation, actives largely listed as activators; 370,000 tested, 0.3% active; also: potency is read from the fitted curve at half-maximal effect; % is scaled to controls: 0 for no effect and ±100 for the full control effect; nearly all actives have a fitted effect of over 60% in size; many of its hits are not listed in these tables
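HEK293T cells stably expressing RXFP1 were pretreated with the PDE4 inhibitor Ro 20174, exposed to compounds for 30 min at 37C, lysed, and cAMP was read by TR-FRET. Data normalized to buffer (basal) and 29 nM porcine relaxin (100%).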
RXFP1 antag – blocks the human relaxin receptor RXFP1. HEK293-RXFP1, relaxin-stimulated cAMP HTRF, 30 min; stronger effect = lower value. activity change, negative = inhibition, % at 57.5 µM. AID 1259400. Q9HBX9. 350,000 tested, 0.59% active;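 active = activity change of -60% or lower, but not beyond a set lower limit; inconclusive = change between -60% and -40%, or beyond the set limit; inactive = change above -40%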; also: % is scaled to controls: 0 for no effect and ±100 for the full control effect
Vif-APOBEC3F blk – blocks the Vif interaction with APOBEC3F | AID 602313 | 390,000 tested, 0.2% active | Potency, µM (highest dose often 46.1 µM), for the others: at the highest dose activity, negative = active | HeLa A3F-eYFP + Vif (tagged APOBEC3F with the HIV-1 protein that degrades it), YFP fluorescence increase; also: potency is read from the fitted curve at half-maximal effect; % of control where 0% means no effect; nearly all actives have a fitted effect of over 65% in size
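HeLa cells stably expressing A3F-eYFP plus Vif, plated and incubated overnight at 37 deg C, then exposed to compounds overnight at 37 deg C. Blocked degradation read as raised yellow fluorescence (Ex 488/Em 500-530).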
D1 ag – activates the human D1 dopamine receptor; P21728; HEK293 T-REx D1 cells, calcium flux, agonist mode; activation, % at 2 µM; 360,000 tested, 1% active; AID 504660; in the data active = activation above about 30%; also: 0% is about no effect
Target sequence (P21728 whole entry, looked up): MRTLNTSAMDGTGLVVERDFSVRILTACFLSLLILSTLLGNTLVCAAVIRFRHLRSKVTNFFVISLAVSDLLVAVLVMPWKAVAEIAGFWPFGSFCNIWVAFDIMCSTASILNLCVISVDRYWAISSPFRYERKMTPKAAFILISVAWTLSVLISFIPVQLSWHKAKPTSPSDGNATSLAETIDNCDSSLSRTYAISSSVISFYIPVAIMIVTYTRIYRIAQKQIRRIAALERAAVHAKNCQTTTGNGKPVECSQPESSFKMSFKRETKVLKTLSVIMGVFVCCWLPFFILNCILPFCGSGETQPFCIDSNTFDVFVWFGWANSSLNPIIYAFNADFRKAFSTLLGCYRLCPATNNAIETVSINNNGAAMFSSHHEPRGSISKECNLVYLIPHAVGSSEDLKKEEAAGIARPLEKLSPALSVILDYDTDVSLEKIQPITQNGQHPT
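Tetracycline-induced HEK293 TREx D1 cells, force-coupled to calcium signalling, were dye-loaded with a no-wash calcium kit. Compound was pin-added after a 10 s baseline. Fluorescence was read kinetically at 1 cycle/s for 180 s, with calcium rises flagged as agonism.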
D1 PAM – enhances dopamine response at the human D1 receptor. HEK293 TREx D1 cells, calcium flux, dopamine EC20 potentiation. potentiation, % at 10 µM. 360,000 tested, 0.036% active. AID 504651; in the data active = potentiation above about 30%; also: 0% is about no effect
D1 antag – human D1 dopamine receptor antagonism; P21728; HEK293 TREx D1 cells, calcium flux, dopamine EC80; stronger effect = lower value; activity change, negative = inhibition, % at 10 µM; 360,000 tested, 3.2% active; AID 504652; in the data active = activity change below about -30%; also: % is scaled to controls: 0 for no effect and ±100 for the full control effect
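Tetracycline-induced HEK293 Trex D1 cells, force-coupled to calcium, dye-loaded; compounds added and read 180 s, then EC80 dopamine added and calcium flux tracked kinetically another 180 s.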
Glioma ERSR ind – inducers of ER stress response in human glioma cells. U87-MG GRP78 promoter luciferase reporter, 16 h. Potency, µM, for inactives: top-dose activation, hits mostly activators. 420,000 tested, 0.02% active. AID 602332; also: potency is read from the fitted curve at half-maximal effect; series mostly up to about 76 µM; % of control where 0% means no effect; nearly all actives have a fitted effect of over 35% in size
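Stably transfected U87-MG glioma cells carrying a GRP78-based luciferase sensor; 16 h compound incubation. Luminescence end-point read 10 min after Bright-Glo addition at room temperature.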
D2 potentiator – positively modulates the human D2 dopamine receptor allosterically. P14416. HEK293 T-REx D2, calcium flux, EC20 dopamine potentiation. potentiation, % at 10 µM. 340,000 tested, 0.34% active;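 active = potentiation over 3 SD above the plate norm, cut at about 30% in these data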; also: 0% is about no effect
Target sequence (P14416 whole entry, looked up): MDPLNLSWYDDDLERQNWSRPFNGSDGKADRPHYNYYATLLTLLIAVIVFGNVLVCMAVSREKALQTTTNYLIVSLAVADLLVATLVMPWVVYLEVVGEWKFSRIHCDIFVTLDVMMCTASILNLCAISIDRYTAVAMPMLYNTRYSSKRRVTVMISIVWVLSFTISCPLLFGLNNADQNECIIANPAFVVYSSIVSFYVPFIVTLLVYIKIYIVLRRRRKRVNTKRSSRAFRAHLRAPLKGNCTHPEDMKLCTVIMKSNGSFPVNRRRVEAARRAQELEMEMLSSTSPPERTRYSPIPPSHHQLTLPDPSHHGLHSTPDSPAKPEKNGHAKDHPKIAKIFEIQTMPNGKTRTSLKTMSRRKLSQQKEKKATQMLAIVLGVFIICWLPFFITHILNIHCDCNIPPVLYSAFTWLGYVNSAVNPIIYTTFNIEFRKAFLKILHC
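Using a no-wash calcium dye in inducible, force-coupled HEK293 Trex cells expressing D2, we tracked fluorescence each second for 180 s after compound, then for 180 s after EC20 dopamine to detect augmented signalling.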
Starred values were filed as active, the others as inactive; u = inconclusive; x = not tested or not shown. Unless noted, calls follow the shape of the dose curve; as a rule, active = well fitted curve in the direction sought with a large enough effect; inconclusive = small, poorly fitted or top-dose-only effect, or another doubt; inactive = no such curve, though single readings can be large; an effect the other way counts as inactive or inconclusive. The list is partial, so the mix of outcomes need not match the whole.

Labels used below – A = Vif-APOBEC3G blk; B = RXFP1 agonist; C = RXFP1 antag; D = Vif-APOBEC3F blk; E = D1 ag; F = D1 PAM; G = D1 antag; H = Glioma ERSR ind; I = D2 potentiator
canonical_smiles: Cc1cc(N2CCN(c3ccccc3)CC2)n2cc(-c3ccccc3)nc2n1
  A: -4%; B: 0.0%; C: -3; D: 1%; E: 0; F: -1; G: -7; H: -1%; I: -10
canonical_smiles: C/C(CC(=O)Nc1ccc(C)c(Cl)c1)=N\NC(=O)c1ccco1
  A: 2%; B: 2.3%; C: -30; D: -20%; E: 0; F: 2; G: -21; H: 2%; I: 1
canonical_smiles: C=CCNC(=O)c1c(CS(=O)(=O)c2ccccc2)noc1C(=O)NCc1ccccc1
  A: -8%; B: -0.1%; C: x; D: -5%; E: -1; F: -4; G: -6; H: -3%; I: 8
canonical_smiles: CC(C)(C)C(=O)NC(=S)Nc1ccccc1F
  A: 0%; B: 1.2%; C: 2; D: -2%; E: 0; F: -5; G: -5; H: 1%; I: -4
canonical_smiles: Cc1ccc(Oc2ccc(OCC(=O)NC3CCS(=O)(=O)C3)cc2)cc1 (stereo not given)
  A: 1%; B: 1.7%; C: 4; D: u; E: 36*; F: x; G: -48*; H: -4%; I: x
canonical_smiles: CCCc1cnc2c(c1SCc1cccc(F)c1)c(=O)n(C)c(=O)n2C
  A: -1%; B: 1.0%; C: -15; D: -6%; E: 9; F: 8; G: x; H: -2%; I: 5
canonical_smiles: O=C(CNC(=O)c1ccccc1F)OCC(=O)c1ccc(Cl)s1
  A: -8%; B: 27%; C: 4; D: 2%; E: 1; F: -2; G: -10; H: 10%; I: -3
canonical_smiles: COc1ccc(CN2C(=O)c3cccnc3C2=O)cc1S(=O)(=O)N1CCCCC1C (stereo not given)
  A: 1%; B: 7.1µM*; C: 28; D: 13%; E: 3; F: 0; G: -13; H: -3%; I: 1
canonical_smiles: CC(C)(C)C1CCC(OCC(O)CN2CCN(c3ccccn3)CC2)CC1 (stereo not given)
  A: 0%; B: 0.1%; C: -13; D: 3%; E: 5; F: -2; G: -3; H: -4%; I: -32
canonical_smiles: S=c1[nH]nc(-c2ccco2)n1Cc1ccccc1
  A: -14%; B: 3.1%; C: -34; D: -9%; E: 9; F: -3; G: -7; H: -1%; I: 11
canonical_smiles: CN(C)c1ccc(N/C(N)=N/c2nc(C(F)(F)F)cc(C(F)(F)F)n2)cc1
  A: 2%; B: 2.2%; C: 15; D: -4%; E: 2; F: -3; G: 1; H: -3%; I: -2
canonical_smiles: CC1=C(C(=O)N2CCOCC2)C(c2cc(C)cs2)NC(=O)N1 (stereo not given)
  A: -2%; B: 0.8%; C: -7; D: -10%; E: 6; F: 1; G: 0; H: -3%; I: -13
canonical_smiles: COc1ccc(-c2csc(NC(=S)NC(=O)c3cc4ccccc4o3)n2)cc1Br
  A: -7%; B: 0.1%; C: -1; D: -10%; E: 5; F: 2; G: 5; H: 0%; I: 10
canonical_smiles: O=C1N(Cc2cccnc2)C[C@@H]2C[C@@H](c3ccc4nonc4c3)N3CCC[C@@]123
  A: 1%; B: 7.3%; C: 5; D: 5%; E: 1; F: -3; G: 1; H: -4%; I: 5
canonical_smiles: CC(=O)Nc1ccc(NC(=O)COC(=O)c2cc([N+](=O)[O-])ccc2N2CCOCC2)cc1
  A: -3%; B: 0.6%; C: -8; D: 2%; E: 1; F: 6; G: -16; H: -3%; I: -13
canonical_smiles: CCCNC(=O)COC(=O)c1n[nH]c2ccccc12
  A: 1%; B: 2.0%; C: 6; D: -11%; E: -3; F: 0; G: 7; H: -6%; I: 2
canonical_smiles: CCOC(=O)Cc1ccc(NC(=O)NCc2c(-n3cccc3)sc3c2CCCC3)cc1
  A: 2%; B: 9.1%; C: 0; D: 4%; E: 0; F: 0; G: -7; H: -2%; I: -2
canonical_smiles: CCN(C(=O)COC(=O)c1ccc2[nH]c(C)c(C)c2c1)c1c(N)n(Cc2ccccc2)c(=O)[nH]c1=O
  A: -2%; B: x; C: -15; D: -11%; E: x; F: x; G: x; H: -4%; I: x
canonical_smiles: Cc1ccc(N=C2c3ccccc3C(=O)C2[N+](=O)[O-])cc1C (stereo not given)
  A: 5%; B: 1.5%; C: 7; D: 10%; E: 3; F: -4; G: -7; H: 1%; I: -14
canonical_smiles: COc1cccc2sc(N(Cc3cccnc3)C(=O)C3COc4ccccc4O3)nc12 (stereo not given)
  A: 11%; B: -1.6%; C: -6; D: 0%; E: -3; F: 6; G: x; H: -1%; I: -2
canonical_smiles: CCOC(=O)c1cccc(NC(=O)N[C@@H](C)C(=O)OC)c1
  A: 2%; B: 2.0%; C: -8; D: -5%; E: 18; F: 5; G: 6; H: 0%; I: 13
canonical_smiles: Cc1cccc2cc(/C=N/NC(=O)c3ccccc3O)c(Cl)nc12
  A: 9%; B: 1.6%; C: -6; D: -8%; E: 14; F: -5; G: 5; H: -2%; I: 11
canonical_smiles: CCOC(=O)c1ccc(N2C(=O)CC(SCC(=O)Nc3ccc(S(N)(=O)=O)cc3)C2=O)cc1 (stereo not given)
  A: -3%; B: 2.9%; C: 2; D: 9%; E: 3; F: -4; G: 12; H: -5%; I: 7
canonical_smiles: O=C1C(=O)N(CCS(=O)(=O)c2ccccc2)c2ccccc21
  A: 1%; B: -0.4%; C: 5; D: -12%; E: 1; F: -2; G: -3; H: -3%; I: -1
canonical_smiles: Cc1cc2c(cc1C)C(c1cccc([N+](=O)[O-])c1)CC(=O)N2 (stereo not given)
  A: u; B: 0.5%; C: -11; D: -4%; E: 0; F: -2; G: -3; H: -2%; I: 8

Part of the list above, with values under each structure:
Under each structure – Vif-APOBEC3G blk	RXFP1 agonist	RXFP1 antag	Vif-APOBEC3F blk	D1 ag	D1 PAM	D1 antag	Glioma ERSR ind	D2 potentiator
- Cc1cc(N2CCN(c3ccccc3)CC2)n2cc(-c3ccccc3)nc2n1
 : -4%	0.0%	-3	1%	0	-1	-7	-1%	-10
- C/C(CC(=O)Nc1ccc(C)c(Cl)c1)=N\NC(=O)c1ccco1
 : 2%	2.3%	-30	-20%	0	2	-21	2%	1

Next records follow:
Labels used below – A = Vif-APOBEC3G blk; B = RXFP1 agonist; C = RXFP1 antag; D = Vif-APOBEC3F blk; E = D1 ag; F = D1 PAM; G = D1 antag; H = Glioma ERSR ind; I = D2 potentiator
canonical_smiles: COc1ccccc1NC(=O)c1cc2c(=O)n(C)c3ccccc3c2n1C
  A: 1%; B: 2.7%; C: 1; D: -9%; E: 6; F: -1; G: -21; H: 0%; I: 12
canonical_smiles: O=C(O)c1ccc(S(=O)(=O)c2ccc([N+](=O)[O-])cc2[N+](=O)[O-])cc1
  A: -1%; B: 1.2%; C: 3; D: 15%; E: 3; F: 2; G: 4; H: -2%; I: 1
canonical_smiles: OC(COc1ccc(Cl)cc1)CN1CCN(c2ccccc2)CC1 (stereo not given)
  A: -8%; B: -0.5%; C: -3; D: 13%; E: 3; F: -3; G: -16; H: 6%; I: -25
canonical_smiles: COc1ccc(N2CCN(C(=O)c3cn(C4CCCCC4)c(=O)c4c3c3ccccc3n4C)CC2)cc1
  A: 2%; B: -1.5%; C: -12; D: 0%; E: 10; F: -1; G: 11; H: 0%; I: 12
canonical_smiles: O=C(Nc1cccc(F)c1)Nc1ccccn1
  A: -6%; B: 2.9%; C: 23; D: 11%; E: 0; F: -5; G: -37*; H: 7%; I: -23
canonical_smiles: CCCCC(=O)Nc1nc2c(OC)ccc(OC)c2s1
  A: 1%; B: 2.0%; C: -3; D: 3%; E: 2; F: 5; G: -13; H: -2%; I: 14
canonical_smiles: Cc1ccc(CNC(=O)CC2Oc3ccccc3NC2=O)cc1 (stereo not given)
  A: 5%; B: -0.2%; C: 6; D: -2%; E: 1; F: -4; G: 14; H: -1%; I: -3
canonical_smiles: Cc1c(NC(=O)CCC2CCCCC2)c(=O)n(-c2ccccc2)n1C
  A: 1%; B: 1.8%; C: 19; D: -6%; E: 3; F: -1; G: 5; H: -1%; I: -5
canonical_smiles: COC(=O)C1CCN(CC(=O)Nc2ccccc2Sc2ccccc2)CC1
  A: -5%; B: -1.5%; C: 2; D: 0%; E: 8; F: 8; G: 2; H: -6%; I: 8
canonical_smiles: COc1ccc(-c2nnc(NC(=O)Cc3ccccc3)o2)cc1
  A: 7%; B: 3.6%; C: -10; D: -2%; E: 3; F: -4; G: -8; H: -2%; I: 12
canonical_smiles: CCn1c(SCC(=O)NCc2ccco2)nc2cccnc21
  A: 1%; B: 0.7%; C: 2; D: 4%; E: 1; F: -6; G: 3; H: -5%; I: -2
canonical_smiles: Cc1csc2ncc(C(=O)NCc3ccco3)c(=O)n12
  A: -1%; B: 12%; C: 11; D: -6%; E: -1; F: 1; G: 44; H: -3%; I: -8
canonical_smiles: CCOC(=O)CNC(=O)N1CCCC(C(=O)c2ccccc2SC)C1 (stereo not given)
  A: 1%; B: 0.7%; C: 9; D: -1%; E: 2; F: 0; G: 4; H: -3%; I: -9
canonical_smiles: CCCCn1c(N)c(N(CC(C)C)C(=O)c2cc(Cl)nc3ccccc23)c(=O)[nH]c1=O
  A: -5%; B: -0.1%; C: -7; D: 6%; E: 1; F: 2; G: 1; H: -3%; I: 12
canonical_smiles: Clc1ccc(Cl)c(OCCCCNCc2ccccc2)c1
  A: -14%; B: 3.2%; C: -1; D: -1%; E: 81*; F: -7; G: -58*; H: -10%; I: -19
canonical_smiles: CSc1ccc(C(=O)N2CCC(n3nccc3NC(=O)C3CC3)CC2)cc1
  A: 0%; B: 0.5%; C: 8; D: -10%; E: 0; F: -9; G: 26; H: 0%; I: x
canonical_smiles: Cc1cc(C)cc(NC(=O)CSc2oc(-c3ccco3)nc2S(=O)(=O)c2ccccc2)c1
  A: -5%; B: 0.7%; C: -10; D: -12%; E: 5; F: 0; G: -7; H: -2%; I: x
canonical_smiles: Cn1c(N)c(C(=O)COC(=O)C2(c3ccc(F)cc3)CCCC2)c(=O)n(C)c1=O
  A: -12%; B: 14%; C: 3; D: -5%; E: 12; F: 1; G: 16; H: -3%; I: -2
canonical_smiles: CCc1ccccc1NC(=O)C1CCN(C(=O)c2cccs2)CC1
  A: -1%; B: -0.3%; C: 2; D: -8%; E: 2; F: -2; G: 3; H: -2%; I: x
